# Screens: PubChem BioAssay, Broad Institute
# PAX8 reporter: inhibitors of PAX8 transcriptional activity in RMG-I cells | 360,000 compounds, 1.2% hits | RMG-I TPO-luciferase reporter, SteadyGlo, 24 h | inhibition, % at 12.6 µM;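 active = mean replicate inhibition at least 60% with every replicate also reaching 60%; inconclusive = only one of the two criteria is met; inactive = mean below 60% and not all replicates reaching 60%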;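 note: luciferase light reporting Pax8 driven TPO promoter activity; plate controls were median of neutral control wells for no effect and mitoxantrone controls for full effect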
# XiGFP reactiv: reactivates the inactive X chromosome in mouse fibroblasts; XiGFP mouse fibroblasts, % GFP-positive cells imaging, 3 d; cells co-treated with 5-aza-dC sensitizer; scaled so ellipticine positive control = 100%; 360,000 compounds, 0.055% hits; activation, % at 7.58 µM; AID 743238;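 active = mean normalized replicate activation at least 10% and every replicate at or above 10%; inconclusive = only one of the two criteria met; inactive = mean below 10% and not all replicates reach 10%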;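 note: 0% = median of on-plate neutral control wells and 100% = ellipticine 6 µM median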
#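 System: 68-5-11 XiGFP fibroblast line | Buffer or medium: DMEM containing 5-aza-dC | Compound: Single point | Times: Compounds 3 days, fix/stain 15 min at room temperature | Benchmarks: Positive control ellipticine, 6 µM final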
# DENV2 CPE rescue: inhibitors of DENV2 cytopathic effect; 350,000 compounds, 1.7% hits; AID 651640; CPE inhibition, % at 9.99 µM; DENV2-infected cells, cytopathic effect rescue, plate reader; in the data active = CPE inhibition above about 20%, passing the limit was not always enough; inconclusive = no clear call, values can overlap the other calls; tested in BHK-21 cells;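 note: 0% = median of neutral control wells and 100% = median of positive control wells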
# INS-1E GSIS act: primary screen for activators of insulin secretion dependent on glucose, INS-1E cells, GLuc reporter luminescence. INS-1E GLuc reporter insulin secretion, 2-3 h. 370,000 compounds, 0.61% hits. activation, % at 16.6 µM;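 active = lowest replicate activation of at least 40%, so every replicate reaches that level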;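 note: 0% = median of neutral control wells and 100% = median of IBMX positive control wells; some compounds called inactive have numbers as strong as hits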
# ERp5 block: inhibitors of human ERp5. inhibition, % at 9.99 µM. 350,000 compounds, 0.05% hits. Q15084. ERp5 insulin aggregation, absorbance 650 nm, 90 min;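 active = mean replicate inhibition above about 25%, with every replicate also reaching it, limit read from the data, passing the limit was not always enough; inconclusive = only one of those two criteria met; inactive = neither criterion met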
# Target sequence (Q15084 whole entry, looked up): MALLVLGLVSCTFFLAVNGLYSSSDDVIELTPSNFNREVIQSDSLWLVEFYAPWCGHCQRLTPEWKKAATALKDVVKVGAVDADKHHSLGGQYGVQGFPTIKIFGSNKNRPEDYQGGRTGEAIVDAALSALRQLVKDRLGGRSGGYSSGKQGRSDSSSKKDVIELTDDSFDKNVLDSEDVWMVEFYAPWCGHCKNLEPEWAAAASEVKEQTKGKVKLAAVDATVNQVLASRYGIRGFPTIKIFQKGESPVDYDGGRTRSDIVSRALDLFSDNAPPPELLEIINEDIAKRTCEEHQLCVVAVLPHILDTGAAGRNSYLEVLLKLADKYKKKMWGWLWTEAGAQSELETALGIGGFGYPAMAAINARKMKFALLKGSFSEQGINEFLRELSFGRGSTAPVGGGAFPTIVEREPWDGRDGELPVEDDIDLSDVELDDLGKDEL
# ARNT TACC3 PPI: disrupts binding between human ARNT and TACC3 | Q9Y6A5 | AID 623870 | 390,000 compounds, 0.66% hits | inhibition, % at 9.99 µM | AlphaScreen His-ARNT PAS-B/GST-TACC3 binding, luminescence; TACC3 fragment carries E629A point mutation;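 active = mean inhibition of replicates at least 50% and at least half of replicates each reaching 50%; inconclusive = half or more replicates reach 50% but mean below 50%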;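 note: 0% = complete ARNT plus TACC3 wells and 100% = ARNT alone without TACC3; many hits fall short of the cut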
# EWS-Fli block: blocks EWS/Fli oncoprotein-driven transcription | A673 NR0B1-luciferase reporter, viability-normalised | 350,000 compounds, 0.67% hits | AID 651661 | inhibition, % at 12.6 µM;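 active = mean inhibition of at least 50% after viability correction, with every replicate also passing that limit; inconclusive = mean reaches 50% but only one of two replicates passes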;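 note: firefly luciferase signal divided by Alamar Blue viability fluorescence both relative to DMSO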
# CFTR F508del cor: correctors of CFTR F508del function in bronchial epithelial cells | AID 720511 | activity (quench increase), % at 7.58 µM | CFBE cells, YFP halide quenching; stimulated with forskolin plus potentiator P3; % fluorescence drop versus neutral controls | 350,000 compounds, 0.36% hits;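 active = mean added fluorescence quench of at least 8% versus neutral control, with both replicates also reaching 8%; inconclusive = only one of the mean or replicate conditions met; inactive = mean below 8% and not both replicates reaching 8%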;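 note: cells transiently co-express mutant CFTR-F508del with the halide-sensitive YFP; corrector assay measuring rescue of mutant channel to the surface after 24 h compound exposure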
# * = called active by the depositor; ? = inconclusive; · = not tested or not shown; & = joins results of further samples.
# Below each compound – PAX8 reporter	XiGFP reactiv	DENV2 CPE rescue	INS-1E GSIS act	ERp5 block	ARNT TACC3 PPI	EWS-Fli block	CFTR F508del cor
Brc1ccc(-c2ccc(CNCc3ccccn3)o2)cc1
    -37.7	0.1	12.6	35.8	6.2	3.4	-29.6	1.5
NNC(=O)CC(=O)NC1(Cc2ccc(O)cc2)CCCCC1
    -0.8	-0.2	·	2.5	2.7	-3.8	-6.1	0.9
C[C@H](CO)N1C[C@H](C)[C@@H](CN(C)C(=O)NC2CCCCC2)Oc2c(NC(=O)CCC(F)(F)F)cccc2C1=O
    -10.2	0.0	-11.6	-10.5	4.1	3.3	1.7	-3.8
COc1ccc(NC(=O)Nc2nnc([C@H]3C[C@H](O)[C@@H](CO)O3)s2)cc1
    -6.9	0.2	6.3	5.8	6.2	·	-0.2	-1.0
O=C1C=C(Nc2ccccc2O)c2ccccc2C1=O
    ·	·	-2.0	-14.8	-3.1	22.2	-2.2	-4.6
CCNc1ccc(C(=O)OCC(=O)N(Cc2ccccc2)C(C)(C)C)cc1[N+](=O)[O-]
    1.0	0.0	-9.3	-8.7	2.1	-5.0	19.6	1.2
Clc1nc(-c2ccccc2)c2ccccc2n1
    5.2	0.3	17.4	22.2	5.3	-8.1	5.3	2.4
Cc1ccc(S(=O)(=O)N2CCCC(C(=O)NCCc3ccccc3)C2)cc1 (stereo not drawn)
    -22.8	0.6	8.4	-5.7	-3.5	-4.2	-0.8	-0.5
CO[C@H]1CN(C)C(=O)c2cc(NC(=O)C3CCC3)ccc2OC[C@H](C)N(C(=O)CN(C)C)C[C@@H]1C
    1.4	0.3	2.9	-6.8	-2.8	0.1	4.6	-2.3
COc1ccc2c3c(n(C)c2c1)[C@H](CO)N(Cc1cccc(F)c1)CC31CN(C(=O)Cc2ccccc2)C1
    ·	0.0	-1.7	-13.2	4.3	·	22.8	-4.8
COc1ccc(-c2cn(CC[C@@H]3CC[C@@H](NC(=O)NC(C)C)[C@H](CO)O3)nn2)cc1
    -69.5	-0.4	19.5	-3.6	-15.9	-10.4	-28.1	-0.9
Fc1ccc(F)c(CN2[C@@H]3CNC[C@H]2C3c2ccc(-c3ccncc3)cc2)c1 (stereo partly drawn)
    ·	0.1&0.0	6.8&-5.2	-0.2&-2.4	10.0&1.0	·	-4.1&-16.7	3.6&2.9
Cc1nn(-c2ccc(N3CCCCC3)nn2)c(C)c1CCC(=O)Nc1ccc(F)cc1
    -105.6	0.1	3.3	-21.2	-3.4	4.7	·	-1.8
Cc1ccccc1OCC(=O)OCC(=O)c1cc(C)n(C2CC2)c1C
    10.2	0.0	·	4.4	0.6	0.9	6.1	-2.3
Cc1ccc(C(=O)NC(C)C2CC3CCC2C3)c(C)c1 (stereo not drawn)
    -69.0	0.6	0.1	-9.3	0.2	13.8	-45.4	-2.3
O=C(NCCN1CCCCC1)[C@H]1[C@H](CO)[C@H]2Cn3c(cccc3=O)[C@H]2N1C(=O)C1CC1
    ·	0.3	18.5	2.4	1.8	-4.1	-1.8	·
C/C=C/c1ccc2c(c1)[C@H]1[C@H](CCN1Cc1ccc(F)cc1)[C@H](CO)N2
    ·	0.2	37.9*	-5.8	2.0	·	·	1.5
Cc1noc(C)c1S(=O)(=O)Nc1cccc2c1O[C@@H](CN(C)S(=O)(=O)c1ccc(Cl)cc1)[C@@H](C)CN([C@@H](C)CO)C2=O
    ·	-0.5	0.9	-20.7	-2.4	-1.5	-7.4	2.4
Cc1ccc(S(=O)(=O)N(C)Cc2ccc(C(=O)NN=C3C4CC5CC(C4)CC3C5)cc2)cc1
    -10.3	-0.4	-4.8	15.6	0.1	3.7	3.7	·
N=C(N)SCc1ncccc1O
    12.1	0.0	-0.7	2.5	5.0	49.6*	3.8	2.6
COc1ccc(CN(C)C[C@@H]2Oc3ccc(NC(=O)Nc4ccc5c(c4)OCO5)cc3C(=O)N([C@H](C)CO)C[C@@H]2C)cc1
    ·	0.0	-2.9	8.4	0.4	8.3	3.6	0.3
C[C@@H]1CN([C@H](C)CO)C(=O)c2cc(-c3ccncc3)cnc2O[C@H]1CN(C)C(=O)C1CCC1
    ·	-0.2	·	7.1	·	·	4.0	-2.7
COc1cccc(NC(=O)N[C@H]2C=C[C@H](CC(=O)N3CCN(C)CC3)O[C@@H]2CO)c1
    -12.4	-0.2	-6.2	2.3	1.1	2.9	0.8	1.4
CCOC(=O)c1c(NC(=O)CSc2cn(CC)c3ccccc23)sc2c1CCC2
    -5.7	0.1	5.5	11.6	10.0	-4.9	0.1	-0.3
Cc1cc(C)cc(N(C(C)C(=O)NCCC2=CCCCC2)S(C)(=O)=O)c1 (stereo not drawn)
    ·	·	2.1	-47.2	7.8	-2.4	5.8	-3.0
COc1cccc(CC(Cc2nc3ccccc3[nH]2)c2nc3ccccc3[nH]2)c1 (stereo not drawn)
    15.6	0.0	-5.7	6.5	-4.6	-5.8	-16.8	-4.8
CCNC(=O)C[C@H]1CC[C@H]2[C@@H](COc3ccc(NC(=O)Nc4ccccc4Cl)cc3C(=O)N2C)O1
    4.6	0.4	?	7.8	6.4	·	·	-1.3
c1ccc(Cn2ncc3c(N4CCN(C(c5ccccc5)c5ccccc5)CC4)ncnc32)cc1
    15.9	-0.1	-7.7	-0.6	1.8	-4.7	17.6	-2.4
C=CCN(CC(O)c1cccc([N+](=O)[O-])c1)C(C)CCc1ccccc1 (stereo not drawn)
    20.9	?	·	-38.1	4.7	11.5	1.3	1.2
CC1(Oc2ccccc2)CCN(Cc2ccc(-c3ccccn3)cc2)C1 (stereo not drawn)
    -4.2	0.2	-3.4	-0.5	2.5	·	0.1	1.8
Cn1c(N2CCOCC2)c(/C=N/O)c2ccccc21
    6.9	0.0	·	14.0	·	0.3	·	·
CCc1nc(N)nc(N)c1-c1ccc(Cl)c([N+](=O)[O-])c1
    39.0	0.1	-2.2	21.0	-6.0	37.4	21.7	9.1*
CC(=O)c1cccc(NC(=O)c2nc(-c3ccccc3)oc2C)c1
    -2.3	0.5	-2.7	9.8	-1.0	-3.2	1.8	-1.8
Cc1cc(C)n2nc(SCC(=O)NC3CCCCC3)nc2n1
    -12.7	0.3	-5.6	-11.9	0.5	-26.4	·	-1.3
COc1ccc(C(=O)NC(=S)N(C)C2CCCCC2)cc1
    -103.8	-0.1	0.2	4.4	5.6	7.1	·	-2.0
C=C(C)c1cccc(C(C)(C)NC(=O)N2CCN(c3ccccn3)CC2)c1
    10.8	-0.2	?	-7.1	3.3	-5.3	2.2	-3.2
O=C1[C@@H]2Cc3c([nH]c4ccccc34)C(c3ccc(Cl)cc3)N2C(=O)CN1CCO (stereo partly drawn)
    -0.3	0.0	-0.3	-20.0	2.6	1.3	12.1	0.6
Cc1ccc(S(=O)(=O)N2CCN(c3c([N+](=O)[O-])cc(C(F)(F)F)cc3[N+](=O)[O-])CC2)cc1
    9.1	-0.1	1.1	-8.5	-7.4	0.6	-14.6	·
CN(CCC#N)C(=O)CC(Cc1ccccc1)C1CCOC(C)(C)C1 (stereo not drawn)
    -2.0	0.0	2.3	21.9	3.2	-6.9	-3.2	-1.7
CCC(=O)N1CCCCN2[C@H](C1)[C@H](c1ccc(-c3cccc(C(=O)N(C)C)c3)cc1)[C@@H]2CO
    9.5	-0.1	9.4	8.5	4.7	-7.7	-4.4	0.1
CCC(=O)N1C[C@H](C)[C@H](OC)CN(C)C(=O)c2cc(NC(=O)c3cc(C)on3)ccc2OC[C@H]1C
    ·	-0.4	·	12.7	·	·	9.5	-1.4
COc1ccc(N2C(=O)C(CN3CCCCC3)C2c2ccccc2)cc1 (stereo not drawn)
    -5.2	0.0	2.5	2.7	2.2	2.6	-8.8	4.1
Cc1ccc(S(=O)(=O)NCCC(=O)N2CCN(c3cccc(Cl)c3)CC2)cc1C
    ·	-0.1	5.4	·	2.5	0.9	10.8	-0.8
NC(=O)COC(=O)c1ccc(NS(=O)(=O)c2ccc3c(c2)OCCO3)cc1
    15.9	0.0	1.6	13.7	5.5	12.6	12.6	-0.2
C[C@@H]1CN([C@H](C)CO)C(=O)c2cc(NC(=O)Nc3ccc(F)cc3)ccc2O[C@@H](C)CCCCO[C@@H]1CN(C)S(=O)(=O)c1ccc(Cl)cc1
    20.3	0.0	-8.8	33.0	0.8	13.0	5.2	1.0
CCCC(=O)Nc1ccc2c(c1)C(=O)N(C)C[C@@H](OC)[C@H](C)CN(CC1CCCC1)[C@@H](C)CO2
    ·	0.2	·	-18.7	·	·	-0.2	-1.0
COc1cccc(CNC(=O)C[C@@H]2CC[C@@H]3[C@@H](COc4ccc(NS(=O)(=O)c5ccccc5F)cc4C(=O)N3C)O2)c1
    1.0	0.0	5.7	-15.2	4.8	0.2	-19.4	0.2
CCOC(=O)CC(NC(=O)c1ccccc1F)c1ccc(C)cc1 (stereo not drawn)
    16.1	-0.1	-3.5	3.6	-5.6	-0.4	4.4	-2.0
O=C(Nc1cccc2ccccc12)N1CCN(Cc2ccc3c(c2)OCO3)CC1
    ·	·	-5.7	-21.9	5.4	18.4	4.6	-0.7
O=C(COC(=O)CCc1ccc(S(=O)(=O)N2CCOCC2)cc1)NCc1ccccc1
    3.0	0.0	-3.4	-4.8	8.3	-14.4	2.9	-0.8

# (next part)
# Below each compound – PAX8 reporter	XiGFP reactiv	DENV2 CPE rescue	INS-1E GSIS act	ERp5 block	ARNT TACC3 PPI	EWS-Fli block	CFTR F508del cor
CCc1cc(C(=O)Nc2cc(S(=O)(=O)N3CCCCC3)ccc2N2CCN(C)CC2)sc1C
    46.8	0.1	0.9	·	7.2	·	28.3	-2.3
CN(CC(=O)Nc1ccc(F)cc1)C(=O)COC(=O)c1ccccc1
    -33.5	0.0	-1.5	-3.2	-1.0	-11.5	-2.8	3.1
CC(C)(C)NC(=O)C1CCN(C(=O)c2ccco2)CC1
    1.4	0.0	-5.1	-4.5	3.6	-2.3	-1.1	0.2
O=C(CCN1C(=O)C2C3C=CC(C3)C2C1=O)NC1CCCCC1 (stereo not drawn)
    -27.3	0.0	-5.1	5.6	0.6	28.4	·	-1.5
O=C(O)CCc1ccc(S(=O)(=O)Nc2cc(C(F)(F)F)ccc2N2CCCC2)cc1
    4.7	-0.1	-3.5	-1.5	-3.3	-3.5	0.1	0.4
CCOc1ccc(Cl)cc1-c1cc(C(=O)NC2CCCCC2)[nH]n1
    10.1	1.6	7.2	-13.6	5.5	·	-13.6	1.0
Cc1ccc(-c2nc3ccccc3s2)cc1NC(=O)c1cc(-n2cnnc2)ccc1Cl
    ·	·	-4.0	-1.7	-5.9	2.8	-36.3	4.2
COc1ccc(NC(=O)N(C)[C@H]2C[C@H]3c4[nH]c5ccc(-c6ccc(OC)cc6)cc5c4CCN3C[C@H]2[C@H](C)O)cc1
    -2.4	0.1	-12.2	-20.7	-3.2	·	4.3	1.6
C[C@@H]1CN([C@@H](C)CO)C(=O)Cc2cc(NS(C)(=O)=O)ccc2O[C@H]1CN(C)C(=O)Nc1ccc(F)cc1
    -2.3	-0.6	-3.5	4.3	0.2	-0.5	-12.0	2.5
